TDP43 rescue: rescues yeast growth from TDP-43 toxicity. TDP-43 expressing yeast growth rescue, BacTiter-Glo, 24 h. Potency, µM (top dose mostly 46.1 µM), inactives show at the top dose growth rescue (activation), hits mostly activators. actives 1.8% (n = 410,000); also: % of control where 0% means no effect; nearly all actives have a fitted effect of over 50% in size
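Cell-based yeast growth screen: TDP-43 expression induced in galactose, inoculum OD600=0.02 after raffinose pregrowth to mid-log. Read-out BacTiter-Glo luminescence at 24 hr, 30 deg C; inhibition of toxicity seen as signal increase.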
HT1080 IDH1KD tx: HT-1080 IDH1 knockdown cell toxicity (counter line) | HT-1080 IDH1 knockdown viability, ATP luminescence, 48 h | Potency, µM (series often up to 46.1 µM), inactives show at the top dose activity, negative = toxicity, usual class: cytotoxic | actives 2% (n = 360,000);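 also: 0% = DMSO wells and -100% = cell-free medium wells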
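Luminescent ATP read-out (CellTiter-Glo, 10 min at room temperature) after 48 h compound exposure at 37 °C gave viability of IDH1-knockdown HT-1080 cells. Activity was normalised to DMSO and cell-free wells, then fitted as concentration-response curves.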
GLP-1R agonist: agonists of human GLP-1 receptor. P43220. HEK293 GLP-1R CRE-luciferase, luminescence, 4-6 h; cells express a hypersensitive GLP-1R form. Potency, µM (series often up to 45.6 µM), inactives show at the top dose activation, most hits filed as activators. actives 0.007% (n = 380,000); also: % of control where 0% means no effect
Target sequence (P43220 whole entry, looked up): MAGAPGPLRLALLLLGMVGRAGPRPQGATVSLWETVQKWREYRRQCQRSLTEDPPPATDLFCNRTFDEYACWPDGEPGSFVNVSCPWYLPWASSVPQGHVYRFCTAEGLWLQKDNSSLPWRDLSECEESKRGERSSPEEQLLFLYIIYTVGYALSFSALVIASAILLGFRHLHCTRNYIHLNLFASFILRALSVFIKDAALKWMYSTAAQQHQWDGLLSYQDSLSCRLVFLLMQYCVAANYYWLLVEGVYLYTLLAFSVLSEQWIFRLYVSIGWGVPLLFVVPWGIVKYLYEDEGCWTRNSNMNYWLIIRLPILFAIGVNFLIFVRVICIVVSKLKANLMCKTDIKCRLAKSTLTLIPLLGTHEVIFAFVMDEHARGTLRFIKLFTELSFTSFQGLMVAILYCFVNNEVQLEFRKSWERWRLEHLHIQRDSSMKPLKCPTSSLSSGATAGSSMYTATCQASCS
GLP1R inv ag: acts as inverse agonist at human GLP-1 receptor. P43220. HEK293 GLP-1R CRE-luciferase, luminescence, 24 h; GLP-1R form is constitutively active. Potency, µM (highest dose often 38.3 µM), for the others: top-dose activity change, negative = inhibition, usual class: inhibitors. actives 1.6% (n = 410,000). AID 624417; also: % is scaled to controls: 0 for no effect and ±100 for the full control effect; nearly all actives have a fitted effect of over 55% in size
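Using stably transfected HEK293 (constitutively active GLP-1R, cAMP-luciferase reporter), compounds were incubated 24 hr and luciferase measured by luminescence.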
KB-V1 cytotox: kills drug-selected multidrug resistant KB-V1 cells | AID 1347076 | Potency, µM (highest dose often 46.1 µM), for the others: at the highest dose activity change, negative = cytotoxicity, actives largely listed as cytotoxic | KB-V1 MDR cells viability, CellTiter-Glo, 72 h | actives 3.4% (n = 400,000); also: % is scaled to controls: 0 for no effect and ±100 for the full control effect; nearly all actives have a fitted effect of over 60% in size
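Cells of the MDR subline KB-V1 are plated, dosed with compound at multiple concentrations, and incubated 72 h at 37 degrees C; CellTiter-Glo is then added and luminescence read after 10 min.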
SW480 rereplic: DNA re-replication induction in SW480 cells | AID 624297 | actives 1.8% (n = 340,000) | SW480 DNA re-replication, Hoechst DNA content imaging, 48 h | Potency, µM (doses to about 46.1 µM), for inactives: at the highest dose re-replication activation, usual class: activators; also: % of control where 0% means no effect; nearly all actives have a fitted effect of over 55% in size
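First, 250 cells per well were seeded. Next, compound or vehicle (23 nL) was pinned in, plates sat 48 hr at 37 C. Finally Hoechst was added for 40 min before fluorescence scanning.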
KB-3-1 cytotox: KB-3-1 parental cell cytotoxicity; Potency, µM (doses to about 46.1 µM), without a hit: at the highest dose activity change, negative = cytotoxic, usual class: cytotoxic; actives 1.4% (n = 400,000); KB-3-1 viability, CellTiter-Glo ATP luminescence, 72 h; also: % is scaled to controls: 0 for no effect and ±100 for the full control effect; nearly all actives have a fitted effect of over 60% in size
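Cells are dispensed, compounds pinned in, plates held at 37 °C for 72 h, then CellTiter-Glo is added and luminescence read after 10 minutes. Cell line: parental KB-3-1 in phenol-red-free DMEM, 10% FBS.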
HEK293 tox: cytotoxicity in counter-screen for GLP-1R inverse agonists; HEK293 cAMP-luciferase reporter cells, luminescence, 24 h; AID 624418; actives 0.13% (n = 410,000); Potency, µM (titrated, usually from 38.3 µM), without a hit: at the top dose activity change, negative = inhibition, usual class: inhibitors;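 also: loss of luciferase light is scored as toxicity; % is scaled to controls: 0 for no effect and ±100 for the full control effect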
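Seeding density was 200 cells/uL; after overnight-length (12 h) culture, 23 nL compounds went on for 24 h at 37 °C. Readout used a luciferase detection reagent, luminescence taken after 12 min at room temperature.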
HT1080NT lethal: kills 2HG-producing HT-1080-NT fibrosarcoma cells; HT-1080-NT fibrosarcoma viability, CellTiter-Glo ATP luminescence, 48 h; AID 686970; actives 1.6% (n = 360,000); Potency, µM (highest dose often 46.1 µM), for inactives: at the top dose activity, negative = less viability, most hits filed as cytotoxic;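 also: NT is the 2HG producing partner of a matched IDH1 knockdown line; 0% = DMSO-treated cells and -100% = media-only wells without cells; nearly all actives have a fitted effect of over 55% in size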
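Toxicity toward the 2HG-producing NT line was scored as %Activity, normalised to DMSO and no-cell wells, from CellTiter-Glo luminescence after 48 hours' treatment.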
Starred values were filed as active, the others as inactive; u = inconclusive; x = no result given; [ ] = another dose, or the depositor's remark. Calls follow the shape of the dose curve; as a rule, active = well fitted curve in the direction sought with a large enough effect; inconclusive = small, poorly fitted or top-dose-only effect, or another doubt; inactive = no such curve, though single readings can be large; an effect the other way counts as inactive or inconclusive. Potency is read from the fitted curve at half-maximal effect.

SMILES	TDP43 rescue	HT1080 IDH1KD tx	GLP-1R agonist	GLP1R inv ag	KB-V1 cytotox	SW480 rereplic	KB-3-1 cytotox	HEK293 tox	HT1080NT lethal
CC1CCc2c(C(=O)NCC3CCCO3)csc2C1 (stereo not given)	-3%	3%[9.24 µM]	0%	8%	11%	-1%	6%	-1%	5%
C=CCNc1nc(C(=O)OCC(=O)c2ccc(C)c([N+](=O)[O-])c2)cs1	15%	0%	-2%	1%	5%	-3%	8%	11%	0%
C=CCNC(=O)c1cc2c(=O)n3ccccc3nc2s1	2%	-10%	-5%	14%	12%	-5%	17%	148%[activator]	-4%
CC(C)CC(=O)Nc1nnc(S(=O)(=O)N(C)Cc2ccc(Cl)cc2)s1	8%	x	x	14%	12%	x	0%	4%	x
CC(=O)c1ccc(OCCCC(=O)Nc2ccc(C)c(S(=O)(=O)N3CCCCC3)c2)cc1	-16%	-10%	10%	11µM*	u	u	-18%	-5%	u
Cc1ccc(NC(=O)Nc2nnc(N3CCCCC3)s2)c(C)c1	18%[9.22 µM]	x	x	5%	u	x	9%	-6%	x
Cn1c(=O)n(CC#N)c2ccccc21	0%	5%	-6%	52%[activator]	23%	-7%	13%	2%	1%
Nc1nc(CSC(=S)N2CCN(c3ccccc3)CC2)nc(Nc2ccc(F)cc2)n1	3%	u	8%	u	u	16%	-3%	-21%	u
CC1=CN2C(=N)/C(=C/c3ccc([N+](=O)[O-])o3)C(=O)N=C2S1	u	u	-10%	u	0%	16µM*	0%	u	u
Cc1ccccc1Cn1ccc(NC(=O)c2nc3ncccn3n2)n1	0%	2%[9.24 µM]	-3%	0%	-5%	-8%	14%	-15%	8%
Cc1ccc(OCC(=O)Nc2ccc3c(c2)nc(CCN2CCCCC2)n3C)cc1	-2%	6%	-2%	u	9%	3%	-1%	-15%	12%
O=C(Nc1ccc(Cl)c(S(=O)(=O)N2CCOCC2)c1)c1cc(=O)[nH]c2ccccc12	9%	0%	14%	14%	-5%	-9%	2%	-7%	1%
COc1cccc(OC)c1-c1nn(-c2ncc(C(F)(F)F)cc2Cl)c(=O)o1	-13%	14%	2%	-1%	-8%	-1%	11%	-3%	u
Cc1ccc(NC(=O)Nc2ccc3c(c2)C(=O)OC3)cc1Cl	8%	9%	11%	10%	5%	7%	3%	-20%	7%
COc1ccc(C(=O)OCC(=O)Nc2ccc(Cl)c(C(F)(F)F)c2)c(OC)c1OC	0%	4%	-4%	u	u	-6%	-2%	-11%	-5%
CC(C)(C)C(=O)Nc1ccccc1C(=O)NCc1cccnc1	4%	-4%	4%	7%	-11%	-3%	1%	-5%	2%
CCn1c2ccccc2c2cc(NC(=O)COc3cccc(C)c3)ccc21	19%	x	x	3%	-3%	x	6%	-5%	x
CC(C)=CCC/C(C)=C/CNC(=O)C[C@H]1C[C@H](C(=O)N2CCCCC2)[C@@]2(C)c3[nH]c4ccc(Cl)cc4c3CCN2C1=O	-2%	2%	0%	7%	-1%	-11%	0%	-1%	-3%
O=C(NC(Cc1c[nH]c2ccccc12)C(=O)OCC(=O)c1cccc2ccccc12)c1cccs1 (stereo not given)	4%	-13%	-13%	u	-14%	x	4%	-9%	-8%
Cn1c(N/N=C\c2cccc(O)c2)cc(=O)n(C)c1=O	17%	1%	0%	34%[activator]	-13%	-10%	u	0%	5%

Part of the list above in another layout.
Each structure is followed by: TDP43 rescue, HT1080 IDH1KD tx, GLP-1R agonist, GLP1R inv ag, KB-V1 cytotox, SW480 rereplic, KB-3-1 cytotox, HEK293 tox, HT1080NT lethal
> CC1=CN2C(=N)/C(=C/c3ccc([N+](=O)[O-])o3)C(=O)N=C2S1
    u, u, -10%, u, 0%, 16µM*, 0%, u, u
> Cc1ccccc1Cn1ccc(NC(=O)c2nc3ncccn3n2)n1
    0%, 2%[9.24 µM], -3%, 0%, -5%, -8%, 14%, -15%, 8%
> Cc1ccc(OCC(=O)Nc2ccc3c(c2)nc(CCN2CCCCC2)n3C)cc1
    -2%, 6%, -2%, u, 9%, 3%, -1%, -15%, 12%
> O=C(Nc1ccc(Cl)c(S(=O)(=O)N2CCOCC2)c1)c1cc(=O)[nH]c2ccccc12
    9%, 0%, 14%, 14%, -5%, -9%, 2%, -7%, 1%
> COc1cccc(OC)c1-c1nn(-c2ncc(C(F)(F)F)cc2Cl)c(=O)o1
    -13%, 14%, 2%, -1%, -8%, -1%, 11%, -3%, u
> Cc1ccc(NC(=O)Nc2ccc3c(c2)C(=O)OC3)cc1Cl
    8%, 9%, 11%, 10%, 5%, 7%, 3%, -20%, 7%
> COc1ccc(C(=O)OCC(=O)Nc2ccc(Cl)c(C(F)(F)F)c2)c(OC)c1OC
    0%, 4%, -4%, u, u, -6%, -2%, -11%, -5%
> CC(C)(C)C(=O)Nc1ccccc1C(=O)NCc1cccnc1
    4%, -4%, 4%, 7%, -11%, -3%, 1%, -5%, 2%
> CCn1c2ccccc2c2cc(NC(=O)COc3cccc(C)c3)ccc21
    19%, x, x, 3%, -3%, x, 6%, -5%, x

Further results.
SMILES	TDP43 rescue	HT1080 IDH1KD tx	GLP-1R agonist	GLP1R inv ag	KB-V1 cytotox	SW480 rereplic	KB-3-1 cytotox	HEK293 tox	HT1080NT lethal
CCOc1ccc(-c2cc(CCCC(=O)NCCc3ccc(Cl)cc3)no2)cc1	25%	x	1%	-13%	0%	x	1%	2%	x
COc1cccc(C2NC(=O)NC(C)=C2C(=O)OCC2CCCCC2)c1 (stereo not given)	-9%	0%	-3%	24%	-3%	-7%	-5%	0%	-8%
Cc1ccc(N(CC(=O)NCc2cccnc2)S(C)(=O)=O)cc1C	6%	-2%	3%	-5%	18%	1%	8%	20%	1%
CCC(C)(C)n1nnnc1C(c1ccc2ncccc2c1)N1CCN(Cc2ccc3c(c2)OCO3)CC1 (stereo not given)	-13%	0%	-2%	0%	0%	u	-3%	5%	4%
CCc1c(Nc2ccccc2C)nc(N)[nH]c1=O	-5%	2%	9%	12%	16%	-1%	4%	3%	-2%
C=Cc1ccc(Cn2c(C)c(C(=O)NCc3cccc([N+](=O)[O-])c3)sc2=O)cc1	22%	u	7%	u	u	x	-7%	7%	-2%
O=C(c1cccc(Oc2ccc([N+](=O)[O-])cc2Cl)c1)N1CCOCC1	15%	1%	-5%	-20%	x	-5%	x	12%	1%
O=C(CN(Cc1ccccc1)S(=O)(=O)c1ccccc1)N1CCOCC1	-8%	4%	-3%	3%	4%	-12%	-1%	2%	4%
O=C(CSc1n[nH]c(-c2cccnc2)n1)Nc1ccc(Br)cc1	-9%	-7%	19%	16%	0%	2%	u	3%	-4%
Cc1cc(C)c(C#N)c(SCCN2CCCCC2)n1	-2%	6%	5%	-1%	-5%	-3%	7%	-9%	3%
O=C(CSc1nc2ccc(Cl)cc2[nH]1)NC1CCCC1	0%	12%	4%	-24%	-14%	1%	-7%	18%	6%
COc1cccc(CNC(=O)Cn2ncn3cccc3c2=O)c1OC	2%	-6%	6%	-7%	-10%	0%	-14%	-9%	0%
Cn1c(=O)[nH]c2cc(-c3noc(-c4ccc(C#N)cc4)n3)ccc21	u	x	-1%	22%	u	x	15%	-7%	x
O=C(CCCN1C(=O)CCC1=O)Nc1cccc(C(F)(F)F)c1	16%	0%	0%	-5%	21%	-8%	6%	-5%	8%
C[C@@H]1COC(=O)[C@H](CC(=O)OC(C)(C)C)C/C=C\C[C@@H](CC(=O)NCCO)C(=O)N1	8%	12%	-2%	30%[activator]	-19%	-3%	-10%	8%	16%
Cn1cc(/C=N/n2cnc3sc4c(c3c2=O)CCCC4)c2ccccc21	3%	-1%	0%	-6%	21µM*	18µM*	u	-13%	2%
O=[N+]([O-])c1ccc(-c2c(-c3ccccc3)ncc3ccc(F)cc23)cc1	18µM*	-6%	0%	u	-7%	-49%[inhibitor][9.22 µM]	-26%	-3%	-15%
Cc1ccc(C(C(=O)NC2CCCCC2)N2CCC3(CC2)OCCO3)cc1 (stereo not given)	-2%	-2%	-3%	-5%	0%	-8%	0%	2%	-1%
CC(=O)c1ccc(N2C(=O)N(CC(=O)c3ccc(F)cc3)c3ccccc3S2(=O)=O)cc1	16%	x	-5%	-6%	-22%	x	-8%	-4%	x
COc1cccc(C2CC(c3ccc(Cl)cc3)Nc3nc(N)nn32)c1 (stereo not given)	6%	2%	-2%	14%	-15%	-3%	1%	-7%	5%
O=C(COC(=O)c1ccc(S(=O)(=O)N2CCCC2)cc1)NCc1ccco1	0%	18%	9%	15%	0%	-6%	12%	6%	19%
Cc1ccc(NC(=O)COC(=O)c2cccnc2Cl)cc1S(=O)(=O)N1CCCCC1	3%[9.22 µM]	9%	0%	-12%	-10%	-24%	7%	3%	3%
CCCCn1c(N)c(N(CCOC)C(=O)CCCc2nc3ccccc3s2)c(=O)[nH]c1=O	-1%	2%	8%	-4%	1%	12%	7%	3%	-5%
CC(=O)NC1C(Oc2ccc3c(C)cc(=O)oc3c2)OC(COC(C)=O)C(OC(C)=O)C1OC(C)=O (stereo not given)	-5%	1%	3%	21%	-7%	6%	u	-12%	1%
O=C(COc1ccc(Br)cc1Cl)N1CCN(c2ccccn2)CC1	15%	26%	21%	u	-19%	-2%	11%	1%	21%
O=C(NNC(=S)Nc1ccc(F)cc1)C1CC1c1ccc(Cl)cc1 (stereo not given)	28%	-11%	-9%	-23%	23%	-12%	13%	0%	-16%
CCc1ccc(-c2nc3cc(NC(=O)c4ccc(F)cc4)ccc3o2)cc1	11%	x	x	14%	20%	x	-15%	-1%	x

From PubChem
